# E-selectin induc = induces E-selectin expression in human endothelial cells; HUVEC E-selectin immunofluorescence imaging; normalized: neutral wells 0, TNF-alpha wells 100; activation, % at 7.58 µM; AID 686992; P16581; 260,000 compounds, 0.37% hits;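 active = mean E-selectin-positive cell signal at least 10% of the positive control, reached in at least 60% of replicates, without over 20% cell loss; inconclusive = no rule given, readout overlaps actives, possibly toxicity-flagged; inactive = the rest, including those meeting only one limit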;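 also: in these data hits start at about 27%; measured in HUVEC primary endothelial cells; signal is the percent of cells scored E-selectin positive by PE staining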
#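 assay system = HUVEC, human umbilical vein endothelial cells | input = 3,000 HUVEC seeded per well | medium = EGM-2 growth medium on 0.1% gelatin-coated wells | dosing = one compound dose added by pin transfer | signal = immunofluorescence imaging | read-out basis = % PE-positive cells | control set = TNF-alpha, DMSO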
# RAD52 inh = blocks human RAD52 DNA annealing; inhibition, % at 18.7 µM; 360,000 compounds, 0.46% hits; AID 651710; recombinant RAD52 DNA annealing, FRET fluorescence;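 active = every replicate showing at least 50% inhibition; inconclusive = mean inhibition at least 50% but not in every replicate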
# esBAF inh = SWI/SNF esBAF complex inhibition | mouse ES cells, Bmi1-luciferase knock-in reporter, 24 h; 100% = twice the neutral-well signal | reporter increase, % at 12.5 µM | 350,000 compounds, 2% hits; in the data active = activation above about 40%; inconclusive = no clear call, values can overlap the other calls;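 also: 0% = median of the plate's neutral control wells and 100% = double that signal; a rise in the Bmi1 reporter signal indicates esBAF inhibition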
# ERp5 block = blocks human ERp5 reductase activity on insulin; Q15084; inhibition, % at 9.99 µM; 350,000 compounds, 0.05% hits; AID 651711; ERp5 insulin aggregation, absorbance 650 nm, 90 min;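 active = mean replicate inhibition above about 25%, with every replicate also reaching it, limit read from the data, passing the limit was not always enough; inconclusive = only one of those two criteria met; inactive = neither criterion met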
# ERAP1 HTS inh = ERAP1 (human) enzyme inhibition | Q9NZ08 | recombinant ERAP1, Leu-AMC fluorescence, 60 min | inhibition, % at 10.7 µM | 340,000 compounds, 0.15% hits;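 active = mean replicate inhibition of at least 30%, or all replicates individually reaching that 30% level; inactive = mean below 30% and not every replicate reaching it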;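 also: 0% = neutral control wells and 100% = L-leucinethiol positive control wells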
# Target sequence (Q9NZ08 whole entry, looked up): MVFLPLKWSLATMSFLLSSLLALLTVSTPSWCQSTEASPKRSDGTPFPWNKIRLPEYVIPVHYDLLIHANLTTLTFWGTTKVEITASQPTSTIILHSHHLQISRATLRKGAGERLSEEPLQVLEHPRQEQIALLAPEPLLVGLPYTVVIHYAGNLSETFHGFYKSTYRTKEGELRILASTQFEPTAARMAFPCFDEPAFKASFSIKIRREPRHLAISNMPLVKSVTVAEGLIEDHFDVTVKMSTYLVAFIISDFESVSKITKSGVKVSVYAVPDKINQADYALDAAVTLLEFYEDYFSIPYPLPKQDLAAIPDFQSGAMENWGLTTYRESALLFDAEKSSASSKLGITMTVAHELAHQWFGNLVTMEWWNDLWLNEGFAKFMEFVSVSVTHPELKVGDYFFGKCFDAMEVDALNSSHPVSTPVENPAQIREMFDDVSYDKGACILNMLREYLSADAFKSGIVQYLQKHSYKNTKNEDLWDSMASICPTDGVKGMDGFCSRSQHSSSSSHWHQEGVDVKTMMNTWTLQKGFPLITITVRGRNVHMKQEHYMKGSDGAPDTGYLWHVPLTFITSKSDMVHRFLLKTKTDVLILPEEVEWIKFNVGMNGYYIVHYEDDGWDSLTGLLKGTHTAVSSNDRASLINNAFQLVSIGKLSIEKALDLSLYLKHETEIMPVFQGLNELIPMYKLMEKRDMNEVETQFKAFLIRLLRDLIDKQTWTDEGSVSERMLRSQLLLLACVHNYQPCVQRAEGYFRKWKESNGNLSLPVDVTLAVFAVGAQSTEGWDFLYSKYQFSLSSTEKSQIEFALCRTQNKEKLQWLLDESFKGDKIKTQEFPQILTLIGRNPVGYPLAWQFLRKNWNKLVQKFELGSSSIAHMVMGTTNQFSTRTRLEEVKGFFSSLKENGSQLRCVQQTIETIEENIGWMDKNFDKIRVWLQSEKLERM
# S100A4 inh HTS = S100A4-myosin IIA interaction inhibition; S100A4/TAMRA-MyoIIA peptide fluorescence polarization; inhibition, % at 10.7 µM; 360,000 compounds, 0.14% hits;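 active = mean inhibition of at least 70% across replicates, with every replicate also reaching that level; inconclusive = mean inhibition reaches 70% but some replicates fall short; inactive = mean inhibition below 70%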
# Target sequence (P26447 whole entry, looked up): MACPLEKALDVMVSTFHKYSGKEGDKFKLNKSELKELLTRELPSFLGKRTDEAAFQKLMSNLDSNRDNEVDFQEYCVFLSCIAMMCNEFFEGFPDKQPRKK
#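 Assay system: human S100A4 monomer with TAMRA-labelled myosin IIA peptide / Buffer or medium: Calcium-containing HEPES buffer, pH 7.2 / Reagent: TAMRA-labelled myosin IIA heavy-chain peptide probe, 5 nM / Compound: one dose per compound / Timing: polarization read 5 min after assay mix addition, stable 5–60 min / Benchmarks: neutral control DMSO, positive control TFP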
# RAD54 inh = blocks human RAD54 Holliday junction branch migration | Q92698 | FAM/BHQ fluorescence | inhibition, % at 10.4 µM | 360,000 compounds, 0.14% hits | AID 602329;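 active = mean normalized replicate activity at least 40 and at least half of replicates scoring 40 or more; inconclusive = only one of the two criteria met; inactive = mean below 40 and under half of replicates reaching 40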;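 also: 0% = median of neutral control wells and 100% = median of positive control wells; inhibitors cause a drop in the FAM fluorescence signal; in these data hits start at about 50%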
# XiGFP reactiv = reactivates the inactive X chromosome in mouse fibroblasts; XiGFP mouse fibroblasts, % GFP-positive cells imaging, 3 d; cells co-treated with 5-aza-dC sensitizer; scaled so ellipticine positive control = 100%; 360,000 compounds, 0.055% hits; AID 743238; activation, % at 7.58 µM;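 active = mean normalized replicate activation at least 10% and every replicate at or above 10%; inconclusive = only one of the two criteria met; inactive = mean below 10% and not all replicates reach 10%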;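 also: 0% = median of on-plate neutral control wells and 100% = ellipticine 6 µM median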
#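 Assay system – SV40-immortalized XiGFP fibroblast cells, line 68-5-11 · Buffer or medium – DMEM supplemented with 5-aza-dC as sensitizing agent · Dosing – one concentration, pinned · Benchmarks – positive control ellipticine, 6 µM final · Times – 3 days compound exposure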
# The depositor's hits bear a star; ? = inconclusive; / = no result given. Compounds were not picked by outcome. About 2.5% of those tested had a hit in this group.
# Values in the order – E-selectin induc	ERp5 block	RAD54 inh	XiGFP reactiv	ERAP1 HTS inh	RAD52 inh	esBAF inh	S100A4 inh HTS
- CCOC(=O)C1(Cc2ccccc2C)CCCN(Cc2cc(OC)c(O)c(OC)c2)C1 (stereo unspecified)
    /	5.7	/	0.1	-1.9	-12.9	/	4.5
- Cc1ccc(Cl)c(NC(=O)COC(=O)C2CCC2)c1Cl
    -0.7	1.9	6.6	0.3	4.0	-4.2	-0.5	-5.2
- COc1ccccc1Cc1c(-c2ccc(OC)c(OC)c2)nc2c(Cl)cc(C(F)(F)F)cn12
    0.1	-0.1	/	-0.1	/	-21.0	/	0.4
- Cc1ccc(S(=O)(=O)N(C)C[C@H]2Oc3c(NC(=O)Nc4ccc(C(F)(F)F)cc4)cccc3C(=O)N([C@@H](C)CO)C[C@H]2C)cc1
    -0.1	-3.6	2.0	-0.8	1.7	9.2	12.7	-16.2
- COc1ccc(C2CC(=O)C(c3ccccc3)=CN2Cc2ccccc2)cc1 (stereo unspecified)
    -0.2	5.6	/	0.0	2.2	-15.6	/	-2.2
- COc1ccccc1C(=O)Nc1ccccc1N1CCCCC1
    /	-2.0	9.4	0.1	0.5	-11.3	7.6	-1.2
- Cc1ccc(OCC(=O)Nc2ccc3c(c2)nc(CCN2CCCC2)n3C)cc1
    -0.3	-3.7	-0.4	0.2	-4.1	-188.3	10.8	-1.1
- CC1CC(=O)N(CC(=O)Nc2cccc(Cl)c2)c2ccccc2S1(=O)=O (stereo unspecified)
    /	-12.4	-9.2	0.1	2.0	2.5	-9.4	-3.4
- COc1cc2[nH]c(C(=O)N3CCC(Cc4ccccc4)CC3)cc2c(OC)c1OC
    -0.1	-1.6	3.3	0.0	0.8	-6.5	1.4	-7.2
- Cc1cc(=O)oc2cc(O)cc(O)c12
    1.2	2.1	-0.8	0.5	-12.9	-12.2	-5.3	-4.2
- CC(=O)N1[C@@H]2c3ccc(-c4ccccc4)c(=O)n3C[C@@H]2[C@@H](CO)[C@@H]1C(=O)NC1CCC1
    -0.1	7.6	5.4	0.1	/	-0.4	2.1	/
- C[C@H](CO)N1C[C@H](C)[C@H](CN(C)C(=O)Cc2ccncc2)Oc2cc(C3=CCCC3)ccc2S1(=O)=O
    0.6	0.5	-4.7	0.0	-1.6	0.2	-3.8	-2.9
- O=C(Nc1cccc(-c2nnc(-c3ccco3)o2)c1)c1ccccc1
    -0.6	-2.1	-1.4	0.0	-8.6	-16.1	/	6.4
- CC(=O)c1cccc(NC(=S)NC(=O)c2ccc(C)cc2Cl)c1
    3.0	-4.9	/	0.0	3.2	-17.5	59.6*	4.1
- CCCCOC(=O)c1ccc(NC(=O)CSc2nnnn2C)cc1
    -2.4	-0.3	-1.5	0.0	-1.1	1.1	0.4	-3.0
- CCCNC(=O)N1[C@@H](CO)[C@@H](c2ccccc2)C12CN(CCC(F)(F)F)C2
    0.3	0.0	/	0.1	/	-10.3	/	/
- C[C@H](CO)N1C[C@H](C)[C@H](CN(C)S(=O)(=O)c2cn(C)cn2)OCCCC[C@H](C)Oc2ccc(NC(=O)c3ccccc3)cc2C1=O
    -0.1	4.6	4.2	0.0	2.8	4.6	0.0	7.9
- CCSc1nnc(-c2ccc(S(=O)(=O)N3CCOCC3)cc2)n1C
    /	-9.0	/	0.2	-2.9	-2.4	-3.0	-0.7
- CO[C@@H]1CN(C)C(=O)c2ccc(NC(=O)c3ccc4c(c3)OCO4)cc2OC[C@H](C)N(CC2CC2)C[C@@H]1C
    0.1	-4.7	5.5	0.2	0.6	10.8	5.1	2.6
- C[C@@H]1CN([C@@H](C)CO)C(=O)c2cc(NC(=O)NC3CCCCC3)ccc2O[C@@H](C)CCCCO[C@H]1CN(C)C(=O)c1ccccc1
    -0.3	4.3	-0.3	0.1	-0.6	-1.0	-0.8	9.4
- C/C=C/c1ccc(OCCOc2cccc3cccnc23)c(OC)c1
    /	6.5	/	0.0	0.6	-3.5	/	-2.9
- Cc1ccc(C(=O)Nc2cccc(NC(=O)CN3CCCCC3)c2)cc1
    /	-0.3	3.0	0.0	-3.3	-25.1	2.1	-0.5
- CN(C)S(=O)(=O)c1ccc(Cl)c(NC(=O)COC(=O)C2CCCO2)c1 (stereo unspecified)
    0.0	5.5	/	0.1	0.4	-13.7	-0.6	-3.4
- Cc1cc(NCCCO)n2c(nc3ccccc32)c1C#N
    0.6	-3.5	-3.0	-0.1	-8.3	-25.4	/	-5.8
- COCC#Cc1cnc2c(c1)C(=O)N([C@@H](C)CO)C[C@H](C)[C@@H](CN(C)Cc1ccc3c(c1)OCO3)O2
    0.3	4.9	-10.3	-0.9	1.5	-19.4	3.1	-10.9
- O=C(O)CCN1c2ccccc2Sc2ccccc21
    -0.4	1.6	-4.1	0.0	-3.3	-6.9	-4.9	2.8
- CC(=NNC(=S)Nc1cccc(Cl)c1)c1ccccn1
    1.3	3.9	/	?	0.6	-19.5	-41.3	7.5
- CC(O)C(NS(=O)(=O)c1ccc(Cl)cc1)C(=O)OCC(=O)c1c[nH]c2ccccc12 (stereo unspecified)
    7.2	-3.8	/	-0.1	1.8	-6.4	-1.5	-12.6
- C[C@H](CO)N1C[C@H](C)[C@@H](CN(C)S(=O)(=O)c2ccc(F)cc2)OCCCC[C@H](C)Oc2ccc(NS(=O)(=O)c3cn(C)cn3)cc2C1=O
    /	-1.9	2.5	0.0	-4.9	8.3	-12.6	53.9
- COC(=O)c1ccc(C(=O)Nc2ccc3c(c2)C(=O)NC3=O)cc1
    /	-0.7	5.4	0.2	6.2	-19.2	12.7	-1.1
- CO[C@H]1CN(C)C(=O)c2ccc(NC(=O)CC(F)(F)F)cc2OC[C@@H](C)N(CC2CC2)C[C@H]1C
    0.4	-6.8	/	0.2	3.0	16.0	/	5.4
- CCN(CC(=O)Nc1c(F)cccc1F)C(=O)c1ccc(S(=O)(=O)NCc2ccco2)cc1
    2.4	5.5	/	-0.1	-2.0	-10.0	/	-2.0
- CO[C@@]12[C@H](COC(N)=O)C3=C(C(=O)C(C)=C(N)C3=O)N1C[C@@H]1N[C@@H]12
    -0.3	-1.6	-8.2	-0.1	0.3	-7.5	-6.6	-1.3
- CC(C)(C)C(=O)N1CCN(c2nc3ccccc3s2)CC1
    /	-7.7	-2.6	0.2	-1.4	-22.4	63.9*	1.3
- O=C(Nc1ccccc1F)NC1CCCCCCC1
    0.0	5.4	5.6	-0.2	-1.5	-7.6	53.9*	-3.5
- CN(C(=O)COC(=O)c1ccc(S(=O)(=O)N2CCCCCC2)cc1)c1ccccc1
    -0.6	-1.0	0.6	0.0	-0.6	-77.4	-2.5	1.5
- CCCCN(C(=O)c1cccc(S(=O)(=O)N(C)c2ccc(C)cc2)c1)c1c(N)n(CC(C)C)c(=O)[nH]c1=O
    1.4	1.8	-1.2	0.0	-1.4	-7.9	-2.7	7.0
- O=C(O)CC1(CC(=O)Nc2ccccc2N2CCOCC2)CCCC1
    -0.2	-1.3	7.1	0.0	1.6	-14.1	/	1.2
- O=C(C[C@@H]1CC[C@@H]2[C@H](COC[C@H](O)CN2C(=O)c2ccccc2F)O1)NCc1ccccc1
    0.2	-0.5	1.5	0.1	0.2	3.5	3.6	-1.4
- Cc1ccc(NC(=O)Cn2cc(C(F)(F)F)cc(Cl)c2=O)cc1Cl
    /	5.7	/	0.1	-3.4	-18.9	/	36.7
- O=C(c1ccco1)N1CCN(C(=O)c2ccco2)C1=S
    -0.2	0.9	/	0.0	-1.4	-3.8	/	-1.6
- COc1cccc(C(=O)NCCN2CCN(c3ccc(Cl)cc3)CC2)c1
    -0.4	1.3	-5.6	-0.1	0.2	1.2	0.5	-2.5
- Cc1ccc(SCC(=O)OCC(=O)NC2CCCCCCC2)cc1
    0.1	-0.2	-12.4	0.0	3.5	-6.1	9.6	4.9
- Cc1ccc(S(=O)(=O)N(C)C[C@H]2Oc3c(NS(=O)(=O)c4ccc(Cl)cc4)cccc3C(=O)N([C@@H](C)CO)C[C@@H]2C)cc1
    -0.5	-0.9	-9.3	0.0	2.7	-6.5	-5.4	-5.3
- CC(=O)Nc1ccc(NC(=O)c2cc(-c3ccc(C)cc3O)n[nH]2)cc1
    1.7	-1.7	-7.5	0.1	-2.4	-17.2	8.3	-2.0
- CSc1nc(N)n2nc(-c3ccccc3)cc2n1
    0.1	-0.8	-9.0	0.2	1.8	-13.4	/	-2.7
- C[C@@H]1CN([C@H](C)CO)C(=O)Cc2cc(NC(=O)Cn3cnnn3)ccc2O[C@@H]1CN(C)C
    /	-2.8	12.7	-0.2	-2.1	14.8	0.9	-37.2
- CNC(=O)Nc1cccc(-c2ccnc(C)n2)c1
    -0.2	4.5	/	0.0	-0.4	5.9	/	-0.3
- CC(C)(C)c1cc(CCC(=O)NCc2ccccn2)cc(C(C)(C)C)c1O
    99.6*	5.8	4.5	0.4	2.9	-1.2	10.4	11.2
- O=C(Nc1ccc2oc(Cc3ccc(Cl)cc3)nc2c1)c1cccnc1
    /	4.8	8.6	/	0.1	-1.9	-5.2	-0.6
- CCC(C)NS(=O)(=O)c1ccc(NC(=O)c2cccs2)cc1 (stereo unspecified)
    /	-10.8	/	0.0	-2.1	-7.9	/	1.6
- Cc1c(C(=O)N/N=C/c2cccs2)nc2ccccn12
    -2.5	-2.9	/	0.6	-2.2	7.4	/	-1.3
- Nc1cccc2c1nnn2C1OC(CO)C(O)C(O)C1O (stereo unspecified)
    /	15.2	-6.0	0.0	0.3	-1.4	0.4	-8.1
- O=Cc1cc(N=Nc2ccccc2Cl)ccc1O
    -0.1	?	/	0.3	-0.9	-3.8	/	5.4
- CCN(CC)C(=O)c1sc2nc(-c3ccccc3)ccc2c1N
    9.0	1.6	/	0.0	2.2	-28.4	/	-43.4
- CCOC(=O)c1c(NC(=O)C2CCCCC2)sc2c1CCN(CC)C2
    0.0	0.9	8.8	0.0	7.3	5.9	6.5	-1.2
- CCOc1cc(N2CCOCC2)c(OCC)cc1NC(=O)COC(=O)CCOc1cc(C)ccc1C
    0.1	-5.2	-4.3	0.6	0.9	-1.1	/	8.5
- Cc1ccc2c(c1)-c1c(cnn1CC(=O)Nc1ccccc1N1CCN(C)CC1)CO2
    /	-2.7	3.3	-0.4	3.2	2.7	8.2	1.6
- O=C(NC1CCCC1)N1CCCCN2[C@H](CO)[C@@H](c3ccc(-c4cncnc4)cc3)[C@@H]2C1
    -0.3	-0.3	15.6	0.3	0.3	-9.0	/	9.2
- Cc1cc(C(=O)Nc2cccc3c2O[C@H](CN(C)S(=O)(=O)c2ccc(Cl)cc2)[C@H](C)CN([C@@H](C)CO)C3=O)n(C)n1
    0.6	11.3	0.9	0.1	-1.7	-15.5	1.9	-1.3
- C/C=C/c1ccc(OC(C)=O)c(OC)c1
    -0.1	3.6	-13.8	-0.1	/	-19.4	-1.8	0.1

# Screening results as filed in PubChem BioAssay.
